PMI act hi M6P – activators of human phosphomannose isomerase at near-saturating mannose 6-phosphate | actives 0.34% (n = 190,000) | activation factor at 20 µM | coupled PMI enzyme assay, resazurin fluorescence, 20 min; active compounds read high; 1 = untreated enzyme, 0 = substrate-free blank | AID 1216 | P34949;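 active = activation factor of 2 or more at 20 µM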
Target sequence (P34949 whole entry, looked up): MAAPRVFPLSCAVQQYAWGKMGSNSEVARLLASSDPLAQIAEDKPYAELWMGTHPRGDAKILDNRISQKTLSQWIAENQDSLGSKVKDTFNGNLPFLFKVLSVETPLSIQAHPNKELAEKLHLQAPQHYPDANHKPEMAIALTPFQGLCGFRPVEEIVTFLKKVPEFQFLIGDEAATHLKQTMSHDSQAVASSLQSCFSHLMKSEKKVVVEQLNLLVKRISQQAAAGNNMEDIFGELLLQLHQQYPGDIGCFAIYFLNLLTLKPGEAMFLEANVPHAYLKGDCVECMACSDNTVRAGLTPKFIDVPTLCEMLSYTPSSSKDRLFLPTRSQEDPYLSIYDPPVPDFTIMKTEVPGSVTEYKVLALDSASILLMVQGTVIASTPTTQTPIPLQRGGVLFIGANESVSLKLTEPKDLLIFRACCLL
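Test system: human PMI in coupled enzyme assay; Input: PMI at 15 ng/mL final; Medium: HEPES buffer, pH 7.4; Schedule: 20 min incubation at room temperature; Technique: resorufin fluorescence at Ex 544/Em 590 nm; Compound: 20 µM single dose; Probe or stimulus: Near-saturating mannose-6-phosphate, 1.0 mM.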
PMI act – phosphomannose isomerase (human) activation; purified human PMI, coupled resazurin fluorescence, 20 min; active compounds read high; 1 = vehicle control, 0 substrate-free wells; actives 0.005% (n = 190,000); activation factor at 20 µM;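 active = activation factor of 2 or more at 20 µM, relative to plate controls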
Diaphorase act – activates diaphorase or chemically reduces, flagging diaphorase assay artifacts | Diaphorase/resazurin coupled assay, resorufin fluorescence, 16 min; active compounds read high; 1 = vehicle wells, 0 = NADH-free wells | activation factor at 20 µM | actives 0.005% (n = 190,000);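 active = diaphorase activity raised at least twofold by the compound at 20 µM; inactive = activation factor below 2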
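test system = bacterial diaphorase enzyme (C. kluyveri) | quantity = enzyme 0.07 U/mL final | reagent = NADH substrate 0.114 mM plus resazurin dye 0.1 mM, final | incubation = 16 min enzyme reaction, ambient temperature | buffer or medium = HEPES pH 7.4 buffer with MgCl2 and Tween 20 | signal = fluorescence of resorufin, 544 nm excitation, 590 nm emission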
TNAP inh hi DEA – TNAP (human) inhibition, high acceptor; purified TNAP, CDP-star luminescence, 1 M DEA; inhibition, % at 20 µM; AID 1135; actives 0.03% (n = 200,000); P05186;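 active = over 50% inhibition of tissue-nonspecific alkaline phosphatase at 20 µM in the single-dose screen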;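 also: plate controls were DMSO wells for no effect and EDTA-quenched wells as full inhibition for full effect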
Target sequence (P05186 whole entry, looked up): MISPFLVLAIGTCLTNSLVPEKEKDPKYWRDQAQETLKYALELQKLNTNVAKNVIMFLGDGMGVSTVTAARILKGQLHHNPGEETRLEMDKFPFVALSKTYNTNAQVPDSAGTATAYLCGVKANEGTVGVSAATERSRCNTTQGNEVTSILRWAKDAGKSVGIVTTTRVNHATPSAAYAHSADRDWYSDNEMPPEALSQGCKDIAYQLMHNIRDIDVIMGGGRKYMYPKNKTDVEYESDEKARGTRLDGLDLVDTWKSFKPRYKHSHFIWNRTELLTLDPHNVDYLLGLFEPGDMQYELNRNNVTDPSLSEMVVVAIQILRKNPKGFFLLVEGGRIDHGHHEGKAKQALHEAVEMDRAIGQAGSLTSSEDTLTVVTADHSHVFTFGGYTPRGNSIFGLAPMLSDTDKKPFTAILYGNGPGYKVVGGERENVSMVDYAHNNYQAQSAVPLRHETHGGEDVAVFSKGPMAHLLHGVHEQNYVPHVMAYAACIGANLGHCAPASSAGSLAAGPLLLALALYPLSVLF
Diaphorase inh – diaphorase inhibition or chemical oxidation counter-screen. diaphorase resazurin-to-resorufin fluorescence, NADH, 16 min; bacterial (C. kluyveri) enzyme, not human. inhibition, % at 20 µM. actives 0.69% (n = 190,000);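 active = primary screen inhibition at 20 µM above a set limit, cut at about 50% in these data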;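 also: plate controls were DMSO with full reaction for no effect and wells lacking NADH for full effect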
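Assay system: diaphorase enzyme from Clostridium kluyveri; Input: enzyme working solution with 0.14 U/mL diaphorase; Timing: 16 min at room temperature; Technique: resorufin fluorescence, excitation 544 nm, emission 590 nm; Benchmarks: positive control minus NADH, DMSO neutral control.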
bIAP act – increases bovine intestinal alkaline phosphatase activity; purified bovine IAP, CDP-star luminescence, 30 min; active compounds read high; fold of DMSO-control signal, blank-subtracted; activation factor at 20 µM; actives 0.17% (n = 200,000);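 active = activation factor of 2 or more at 20 µM, a signal rise over negative controls twice the positive control's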
bIAP inhibitor – blocks bovine intestinal alkaline phosphatase activity; purified bovine IAP, CDP-star luminescence, 30 min; inhibition, % at 20 µM; 190,000 tested, under 10 active; AID 1019;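 active = over 50% inhibition of intestinal alkaline phosphatase at 20 µM in the single-dose screen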
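Incubation: 30 min reaction at room temperature / Material: purified bovine intestinal alkaline phosphatase (IAP) enzyme / Input: enzyme at 1/65,000,000 dilution / Dosing: 20 µM single dose / Signal: CDP-star luminescence signal / Reagent: CDP-star chemiluminescent phosphatase substrate, 30 µM final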
Lmaj promast – reduces viability of Leishmania major promastigotes; inhibition, % at 10 µM; actives 9% (n = 200,000); resazurin fluorescence viability; AID 1063; in the data active = inhibition above about 50%;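 also: promastigotes grown with compound for 44 hours at 28 °C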
TNAP inh no acc – inhibitors of human TNAP without phosphate acceptor | inhibition, % at 20 µM | AID 1012 | purified TNAP, CDP-star luminescence, 30 min | actives 0.26% (n = 200,000);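 active = tissue-nonspecific alkaline phosphatase inhibition above about 50% at 20 µM in the single-dose screen, limit read from the data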;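 also: 0% = DMSO negative control and 100% = EDTA positive control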
TNAP act hiacc – increases human TNAP activity under high phosphate acceptor concentration. activation factor at 20 µM. purified TNAP, CDP-star luminescence, 1 M DEA, 30 min; active compounds read high; 0 = EDTA background, 1 = DMSO-only activity. 200,000 tested, under 10 active;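 active = activation factor at least 2 at 20 µM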
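system = human TNAP | amount = enzyme diluted 1/800 final | reagent = 100 µM CDP-star substrate | signal = luminescent substrate turnover signal | dosing = one dose, 20 µM | benchmarks = EDTA negative control, DMSO positive control | measure = activation factor | timing = 30 min reaction, room temperature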
Active calls of the source: *.

#	Molecule	PMI act hi M6P	Lmaj promast	bIAP inhibitor	TNAP act hiacc	TNAP inh hi DEA	TNAP inh no acc	bIAP act	Diaphorase act	PMI act	Diaphorase inh
1	CCCCCc1c(O)nc(SCCN(CC)CC)[nH]c1=O	1	-5.1	-1.3	1	-2.4	-4.3	1	0.9	1	8.9
2	COC(=O)c1sc2ccccc2c1NC(=O)c1ccc(S(=O)(=O)N2CCCC(C)C2)cc1 (configuration not stated)	0.9	7.8	6.9	1	-2.2	-17.1	0.9	0.9	0.9	13.5
3	Cc1ccccc1C(=O)NCCSc1ccccc1	1.1	-5.1	25.9	1	-3.3	-16.4	0.7	1	1.1	2.2
4	Cc1cccc(NC(=O)C(=O)NCc2ccccn2)c1	0.9	-2.4	3.8	1	4.1	-1.0	1	0.9	1	7.8
5	CCOC(=O)c1cc(C(=O)OCC)cc(-n2c(C)cc(C(=O)CN3CCOCC3)c2C)c1	1	93.1*	-3.4	1.1	-5.4	-6.7	1	0.8	1	19.3
6	CC(C)Oc1ccccc1C1CC(=O)Nc2c1c(=O)n(C)c(=O)n2C (configuration not stated)	1.1	3.2	2.8	1.1	-5.4	5.2	1	1	1.1	1.2
7	Cn1nc(CC(=O)Nc2ncc(Br)s2)c2ccccc2c1=O	1	-0.9	-5.2	1	1.2	-5.3	1.1	0.9	1	7.5
8	Cc1ccc(-c2cc(-c3ccc(F)cc3)nc(N)c2C#N)o1	1.1	2.9	-3.4	1	0.4	-2.9	1	0.8	0.9	22.3
9	CCn1c(COc2ccc(C)cc2)nnc1SCC(=O)Nc1cc(OC)ccc1OC	1	27.1	5.6	1.1	-9.0	-7.4	0.9	0.8	1	20.6
10	C=C(C)Cn1c(N2CCN(CC)CC2)nc2c1c(=O)[nH]c(=O)n2C	1	-7.9	7.9	1.1	-5.8	-16.8	0.9	1	1	-2.0
11	COc1cc2c(cc1OC)C(CC#N)=NC(C)(C)C2	1	49.0	7.2	1	-2.7	-3.9	0.9	1	1	4.2
12	COc1ccc2ccc(Oc3ncccn3)cc2c1	1	1.6	2.7	1	-3.4	0.0	1	0.9	0.9	9.4
13	CC(=O)NCC(=O)N1CCCC(C(=O)c2ccc(-c3ccccc3)c(F)c2)C1 (configuration not stated)	1	-7.3	2.6	1.1	-5.1	-11.8	1	0.9	1	5.3
14	O=C(C/C=N/OCc1c(Cl)cccc1Cl)c1ccccc1	1	0.5	11.6	1.1	-6.1	-8.4	0.9	0.8	1	15.8
15	Cc1ccc2nc(SCC(=O)Nc3c(F)cccc3F)[nH]c2c1	1	4.5	-55.5	1	-4.7	-41.2	1.6	0.9	1.1	5.2

Sorted by the number under PMI act (falling): 3 from the list above.
No.	smiles	PMI act hi M6P	bIAP inhibitor	TNAP act hiacc	TNAP inh hi DEA	TNAP inh no acc	bIAP act	Diaphorase act	PMI act
15	Cc1ccc2nc(SCC(=O)Nc3c(F)cccc3F)[nH]c2c1	1	-55.5	1	-4.7	-41.2	1.6	0.9	1.1
14	O=C(C/C=N/OCc1c(Cl)cccc1Cl)c1ccccc1	1	11.6	1.1	-6.1	-8.4	0.9	0.8	1
8	Cc1ccc(-c2cc(-c3ccc(F)cc3)nc(N)c2C#N)o1	1.1	-3.4	1	0.4	-2.9	1	0.8	0.9

Next part.
#	Molecule	PMI act hi M6P	Lmaj promast	bIAP inhibitor	TNAP act hiacc	TNAP inh hi DEA	TNAP inh no acc	bIAP act	Diaphorase act	PMI act	Diaphorase inh
16	CCOc1cc(-c2cn(S(=O)(=O)c3cccc4nsnc34)nc2N)cc(OCC)c1OCC	0.9	15.2	7.8	1	0.0	-9.5	0.9	0.7	0.8	31.5
17	O=C(Nc1ccccc1)c1ccc(N2CCN(c3ccccc3)CC2)c(S(=O)(=O)N2CCOCC2)c1	0.9	88.9*	-2.4	1	-2.9	-10.6	1	0.8	0.9	22.6
18	COC(=O)C1=C(C)NC2=C(C(=O)CCC2)C1c1cn(Cc2ccc(Cl)cc2Cl)nc1-c1ccccc1 (configuration not stated)	0.9	56.8*	-11.0	1	-4.4	-8.0	1.1	0.8	0.8	18.5
19	COc1cccc(CNC(=O)C2CCN(S(=O)(=O)N3CC(C)CC(C)C3)CC2)c1 (configuration not stated)	1	-5.1	-3.3	1	2.0	-5.0	1	0.9	0.9	8.4
20	Cc1cccc(C(=O)c2c(N)sc3c2CCC(C)C3)c1 (configuration not stated)	1	-4.9	3.0	1	1.6	-10.6	1	0.8	0.9	24.2
21	C=CCn1c(SC(CCO)C(=O)NCc2ccco2)nc2sc3c(c2c1=O)CCC3 (configuration not stated)	1	0.9	7.3	1	-1.7	-7.0	0.9	0.9	1	6.0
22	CC(=O)c1cccc(NC(=O)CSc2nnc(-c3ccc(S(=O)(=O)N4CCCC4)cc3)o2)c1	1	-0.2	5.9	1	0.1	-12.0	0.9	0.9	1	9.3
23	CCOC(=O)c1cnn(Cc2cccc(Cl)c2)c1C	1.1	5.2	4.8	1	-2.8	-108.8	1	0.9	1.2	12.7
24	O=C(c1c(Cl)nc2sccn12)N1CCN(c2cccc(Cl)c2)CC1	0.9	6.4	-3.7	1.1	-7.0	-12.7	1	0.9	0.9	14.8
25	COC(=O)CS(=O)(=O)c1cc(Br)cc2c1N(C(C)=O)CC2	0.9	-3.7	0.8	1	-2.7	-8.3	1	0.8	0.9	17.7
26	c1ccc(SCc2nc(-c3ccncc3)no2)cc1	1.1	-0.7	11.8	1	2.8	-3.5	0.9	1.1	1	-8.5
27	COc1ccccc1CCNC(=O)/C(=C/c1cccnc1)NC(=O)c1ccccc1	1	9.2	2.8	1	-1.4	-7.8	1	1	1	0.0
28	CN1C(=O)SC(Nc2ccccc2C(=O)O)C1=O (configuration not stated)	1	-8.6	11.8	1	-4.8	-12.4	0.9	0.9	1	10.6
29	Cc1csc(NC(=O)c2cc(C)nc3ccccc23)n1	1	-5.0	-11.2	1	-0.1	2.2	1.1	0.8	1	20.3
30	Clc1cccc(CN2CCCCCCC2)c1Cl	1.1	-4.1	6.4	1	-1.1	-11.3	0.9	0.9	1.1	8.3

Remaining list, next part.
#	Molecule	PMI act hi M6P	Lmaj promast	bIAP inhibitor	TNAP act hiacc	TNAP inh hi DEA	TNAP inh no acc	bIAP act	Diaphorase act	PMI act	Diaphorase inh
31	COc1ccc(OC)c2[nH]c(=O)c(CCNC(C)=O)cc12	0.8	-4.3	9.2	1.1	-5.3	-14.3	0.9	0.8	0.9	20.6
32	COc1ccc(C)cc1NC(=O)C(OC(=O)CNC(=O)c1ccc(Br)cc1)c1ccccc1 (configuration not stated)	0.8	52.1*	1.4	1	1.5	-9.1	1	0.8	0.8	17.0
33	Cc1cc(=O)n2[nH]c(-c3ccccc3)cc2n1	1	0.3	-8.4	1	-3.8	-9.1	1.1	0.9	0.9	8.1
34	Cc1ccccc1C(=O)NCc1nnc(SCC(=O)N2c3ccccc3Sc3ccccc32)n1C	1	0.7	-8.2	1	0.9	-7.4	1.1	0.9	1.1	9.2
35	Cc1ccc(C(=O)Nc2nc(-c3cc(Cl)sc3Cl)cs2)cc1	1	-0.3	21.3	0.9	5.0	-15.9	0.8	0.9	1	8.1
36	O=C1SC(c2ccccc2)=N/C1=C/c1ccco1	0.9	4.3	12.6	1	-1.6	9.2	0.9	1	1.1	4.7
37	CC/C(=N\NC(=O)Nc1ccccc1)c1ccccc1	0.9	13.0	7.8	1	-2.6	-6.0	0.9	0.9	0.8	13.2
38	CCN(CC)CCNC(=O)c1ccc(N2CCCCC2)c(NS(=O)(=O)c2ccc(C)cc2)c1	1	100.5*	-21.0	1.1	-6.3	1.4	1.2	0.9	0.9	7.7
39	Cc1c(NC(=O)c2ccc(Br)o2)c(=O)n(-c2ccccc2)n1C	0.9	-3.9	-1.2	1.1	-6.4	-11.9	1	0.9	0.8	14.0
40	COCCNC(=O)CN(C(=O)CCC(=O)Nc1ccccn1)c1ccc(F)c(Cl)c1	1.1	1.9	-6.9	1	-2.1	-9.7	1.1	1.1	1.1	-6.4
41	CN(C)c1nc(OCCNC(=O)Nc2ccc(Cl)cc2)nc(N(C)C)n1	1	-2.6	3.6	1	-0.5	-4.7	1	1.1	1.1	-13.3
42	O=C(c1ccc2c(c1)N(Cc1cccc(Cl)c1)C(=O)c1ccccc1S2(=O)=O)N1CCN(c2ccccn2)CC1	0.9	97.5*	-2.9	1.1	-5.5	-12.0	1	0.8	0.9	19.5
43	CCN(CC)CCCNC(=O)Cn1ccc2ccccc2c1=O	1	-3.5	0.3	1	-0.5	-9.2	1	0.9	1	7.6
44	O=C(N/N=C/c1cccnc1)c1cccc(S(=O)(=O)N2CCCC2)c1	1.1	-8.0	-0.8	1	-4.1	-7.8	1	1	1.1	-0.9
45	CCCCNCCOCCOc1ccc(F)cc1	1	92.5*	8.6	1	-0.5	-10.4	0.9	0.9	1	9.6
46	COCCN1Cc2cccc(C(=O)NC(C)c3cccs3)c2C1=O (configuration not stated)	1	-3.2	13.0	1	-4.0	-22.9	0.9	0.9	1	10.8
47	CC1CCC(N2CCN(S(C)(=O)=O)CC2)CC1 (configuration not stated)	1	88.9*	4.2	1.1	-6.6	-12.7	1	0.8	0.8	24.6
